# BAZ2B block: inhibitors of human BAZ2B bromodomain. Q9UIF8. AlphaScreen BAZ2B-H3K14Ac peptide displacement. Potency, µM (titrated, usually from 114 µM), for the others: at the highest dose activity change, negative = inhibition, most hits filed as inhibitors. 360,000 compounds, 4.4% hits; further: potency means the concentration at half of the fitted maximal effect; on the % scale 0 is the no-effect control and ±100 the full control effect; nearly all actives have a fitted effect of over 60% in size
# Target sequence (Q9UIF8 whole entry, looked up): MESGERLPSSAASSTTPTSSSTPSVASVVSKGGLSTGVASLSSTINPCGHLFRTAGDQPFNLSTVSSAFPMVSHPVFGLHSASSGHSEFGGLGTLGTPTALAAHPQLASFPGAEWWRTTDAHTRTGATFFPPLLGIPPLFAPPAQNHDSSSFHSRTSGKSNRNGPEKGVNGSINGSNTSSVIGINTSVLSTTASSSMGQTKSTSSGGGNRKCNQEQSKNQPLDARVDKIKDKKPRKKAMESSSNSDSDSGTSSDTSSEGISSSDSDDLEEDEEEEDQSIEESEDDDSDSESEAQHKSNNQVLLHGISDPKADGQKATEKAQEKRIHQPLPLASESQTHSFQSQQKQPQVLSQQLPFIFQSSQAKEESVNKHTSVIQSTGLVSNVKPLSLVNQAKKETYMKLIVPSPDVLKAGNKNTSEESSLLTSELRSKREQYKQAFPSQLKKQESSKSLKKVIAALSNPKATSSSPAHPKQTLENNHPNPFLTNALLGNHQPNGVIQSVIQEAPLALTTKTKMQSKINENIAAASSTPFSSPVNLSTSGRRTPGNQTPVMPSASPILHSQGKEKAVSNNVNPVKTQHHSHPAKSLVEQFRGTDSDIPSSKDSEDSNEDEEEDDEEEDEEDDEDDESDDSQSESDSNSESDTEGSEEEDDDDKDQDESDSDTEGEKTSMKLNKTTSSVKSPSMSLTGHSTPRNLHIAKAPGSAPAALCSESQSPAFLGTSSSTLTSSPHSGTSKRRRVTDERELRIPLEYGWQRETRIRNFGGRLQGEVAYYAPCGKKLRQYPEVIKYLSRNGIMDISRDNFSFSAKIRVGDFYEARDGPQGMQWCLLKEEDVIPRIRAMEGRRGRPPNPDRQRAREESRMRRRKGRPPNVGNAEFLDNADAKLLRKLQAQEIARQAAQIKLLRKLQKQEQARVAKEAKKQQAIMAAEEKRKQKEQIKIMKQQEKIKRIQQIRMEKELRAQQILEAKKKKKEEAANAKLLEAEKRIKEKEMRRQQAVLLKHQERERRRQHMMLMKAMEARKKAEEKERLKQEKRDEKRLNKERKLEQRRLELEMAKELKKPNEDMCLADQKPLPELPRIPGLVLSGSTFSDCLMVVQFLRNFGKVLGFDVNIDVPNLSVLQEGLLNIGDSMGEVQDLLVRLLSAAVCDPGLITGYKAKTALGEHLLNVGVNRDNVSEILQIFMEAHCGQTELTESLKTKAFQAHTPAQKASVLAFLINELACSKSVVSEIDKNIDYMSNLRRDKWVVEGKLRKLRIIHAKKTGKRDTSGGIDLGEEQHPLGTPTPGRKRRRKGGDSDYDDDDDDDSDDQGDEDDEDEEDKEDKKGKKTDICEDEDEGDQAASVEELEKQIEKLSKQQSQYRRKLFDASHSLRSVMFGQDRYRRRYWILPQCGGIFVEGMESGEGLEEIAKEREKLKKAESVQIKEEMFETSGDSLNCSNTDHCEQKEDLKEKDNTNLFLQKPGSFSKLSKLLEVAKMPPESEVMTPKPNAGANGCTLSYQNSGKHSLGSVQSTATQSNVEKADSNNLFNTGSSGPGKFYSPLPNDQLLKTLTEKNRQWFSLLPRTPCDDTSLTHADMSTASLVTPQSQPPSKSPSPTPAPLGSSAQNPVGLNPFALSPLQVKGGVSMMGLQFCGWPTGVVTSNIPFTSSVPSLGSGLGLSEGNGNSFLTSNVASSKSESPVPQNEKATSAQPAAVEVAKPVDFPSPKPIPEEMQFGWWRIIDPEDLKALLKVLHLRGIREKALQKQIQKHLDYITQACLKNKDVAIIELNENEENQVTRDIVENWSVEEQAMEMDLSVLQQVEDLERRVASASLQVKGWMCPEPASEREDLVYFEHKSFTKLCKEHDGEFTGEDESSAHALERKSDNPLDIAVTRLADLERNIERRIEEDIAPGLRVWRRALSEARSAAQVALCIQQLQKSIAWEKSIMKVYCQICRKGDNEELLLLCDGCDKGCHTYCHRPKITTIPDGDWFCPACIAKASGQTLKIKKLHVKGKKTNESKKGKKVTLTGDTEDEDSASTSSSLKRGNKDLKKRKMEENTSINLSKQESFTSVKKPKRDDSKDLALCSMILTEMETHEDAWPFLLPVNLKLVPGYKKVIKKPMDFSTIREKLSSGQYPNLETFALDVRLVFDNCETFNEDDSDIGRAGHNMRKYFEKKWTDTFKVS
#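 BAZ2B 50 nM plus b-H3(5-23)K14Ac 50 nM, PBS pH 7.4/0.01% Tween-20, 30 min RT; compound added (max 110 uM), 30 min RT; streptavidin donor/Ni-chelate acceptor beads 10 ug/mL final, 20 min dark; AlphaScreen read.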
# GLS inhibitor: blocks human kidney-isoform glutaminase activity | GLS enzymatic activity, qHTS titration | AID 624170 | O94925 | Potency, µM (series often up to 45.5 µM), inactives show top-dose activity change, negative = inhibition, actives largely listed as inhibitors | 410,000 compounds, 0.21% hits; further: potency means the concentration at half of the fitted maximal effect; on the % scale 0 is the no-effect control and ±100 the full control effect
#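 hKGA; 45 mM KH2PO4 pH 8.2 + 0.02% Tween-20; cpd via pin tool; 1 mM Gln soln; GluOx/HRP/Amplex Red; RT 30 min; fluor. t0 & final.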
# ERG Ets-DNA blk: blocks human ERG Ets domain binding to DNA. Potency, µM (doses to about 76.9 µM), for inactives: at the highest dose FP activity, negative = inhibition, most hits filed as inhibitors. AID 624246. P11308. fluorescence polarization, His-ERG Ets domain / labelled DNA. 370,000 compounds, 0.028% hits; active means well fitted inhibition curve with a large enough effect in the polarisation, with a control signal flat; inconclusive means small, poorly fitted or top-dose-only effect, or effect the other way, or a change in a side signal; inactive means no such curve, though single readings can be large or run the other way; the % refers to the polarisation;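 further: polarization taken with two DNA probes labelled with fluorescein and Texas red; potency means the concentration at half of the fitted maximal effect; % of control where 0% means no effect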
#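 His-tagged ERG Ets domain (1 uM in the protein solution; 300mM KCl, 50mM Tris-HCl, 1mM EDTA, 1mM DTT, pH 7.5) received compound, then a probe mix of 5 nM fluorescein-DNA and 100nM Texas-615-DNA. Fluorescence polarization was read for both dyes.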
# ALOX12 inh: ALOX12 (human) lipoxygenase inhibition; Potency, µM (doses to about 108 µM), inactives show at the highest dose activity change, negative = inhibition, actives largely listed as inhibitors; 580,000 compounds, 1.1% hits; purified 12hLO, xylenol orange hydroperoxide absorbance; further: potency means the concentration at half of the fitted maximal effect; on the % scale 0 is the no-effect control and ±100 the full control effect
#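 Purified human 12hLO at 150 nM in 25 mM Hepes, 0.01% Triton X-100, pH 7.0, preincubated 15 min at room temperature with compound. Reaction started with 40 uM arachidonic acid, 30 min at room temperature. Hydroperoxide measured by Fe-xylenol orange, 573/405 nm absorbance ratio.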
# JMJD2A Tudor inh: inhibitors of human JMJD2A Tudor domain | AlphaScreen JMJD2A-Tudor / H3K4me3 peptide binding | Potency, µM (doses to about 114 µM), for inactives: at the highest dose activity change, negative = inhibition, actives largely listed as inhibitors | 390,000 compounds, 4.4% hits | AID 504339; further: potency means the concentration at half of the fitted maximal effect; on the % scale 0 is the no-effect control and ±100 the full control effect; nearly all actives have a fitted effect of over 50% in size
# RGS4 inh: blocks human RGS4-accelerated GTP hydrolysis | 390,000 compounds, 0.039% hits | Potency, µM (doses to about 114 µM), without a hit: top-dose activity change, negative = inhibition, actives largely listed as inhibitors | P49798 | Transcreener GDP fluorescence polarization, RGS4-accelerated GTP hydrolysis; further: potency means the concentration at half of the fitted maximal effect; on the % scale 0 is the no-effect control and ±100 the full control effect; nearly all actives have a fitted effect of over 75% in size; some results filed as inactive show a strong effect at the top dose
#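 MLSMR compounds (23 nl, pin-transferred) preincubated 10 min at room temperature with a 500nM (2x) first reagent, then RGS4 at 900nM (2x) plus Transcreener GDP mix added; fluorescence polarization (620/688 nm) read before and after 90 min at 30 °C.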
# PI4K2A block: inhibitors of human PI4K2A; 420,000 compounds, 0.13% hits; AID 1346378; purified PI4K2A, ADP-Glo luminescence, 1 h; active compounds read low; Q9BTU6; activity change, negative = inhibition, % at 76.9 µM; in the data active means activity change below about -50%; inconclusive means mostly about -30% to -49%;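 further: -100% = wells without enzyme as full effect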
#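 Compounds are screened against recombinant PI4K2A using PI as substrate and ATP, the latter dispensed at 300 microM. Reactions run one hour at ambient temperature before ADP-Glo detection; full inhibition defined by wells lacking enzyme.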
# HP1b chromo inh: HP1-beta chromodomain-methylated histone interaction inhibition | P83916 | AlphaScreen HP1-beta / biotin-H3K9me3 peptide binding | Potency, µM (highest dose often 114 µM), for inactives: at the highest dose activity change, negative = inhibition, most hits filed as inhibitors | 390,000 compounds, 0.56% hits | AID 540317; further: potency means the concentration at half of the fitted maximal effect; nearly all actives have a fitted effect of over 70% in size; inactives centre near 23
#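 AlphaScreen: HP1-beta (50 nM) preformed 30 min with biotin-H3(1-18)K9me3 peptide (50 nM) in PBS pH 7.4, 0.01% Tween-20. Compound added for 30 min at RT, then streptavidin donor/nickel chelate acceptor beads (10 ug/mL) for 30 min.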
# G9a block: blocks human histone lysine methyltransferase G9a | Q96KQ7 | G9a H3K9 monomethylation, AlphaScreen, 2 h | Potency, µM (series often up to 102 µM), for the others: at the highest dose activity, negative = inhibition, actives largely listed as inhibitors | 350,000 compounds, 8.8% hits | AID 504332; further: potency means the concentration at half of the fitted maximal effect; on the % scale 0 is the no-effect control and ±100 the full control effect; nearly all actives have a fitted effect of over 75% in size
#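 Using a bead-based AlphaScreen, monomethylated H3K9 product from 2 h room-temperature reactions (G9a 20 nM, peptide 500 nM, SAM 20 uM) was detected with 0.5 ug/mL rabbit anti-H3K9me1 antibody.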
# The depositor's hits bear a star; ? = inconclusive; · = not tested or not shown; & = joins results of further samples; [ ] = another dose, or the depositor's remark. Unless noted, the call rests on the fitted dose curve; in most records, active means well fitted curve in the direction sought with a large enough effect; inconclusive means small, poorly fitted or top-dose-only effect, or another doubt; inactive means no such curve, though single readings can be large; an effect the other way counts as inactive or inconclusive. A portion of the library (hit frequency here may not be typical).
SMILES,BAZ2B block,GLS inhibitor,ERG Ets-DNA blk,ALOX12 inh,JMJD2A Tudor inh,RGS4 inh,PI4K2A block,HP1b chromo inh,G9a block
CCOC(=O)c1c(S(=O)(=O)Nc2ccc(C)c(F)c2)c(C)n(C)c1C,-9%,-7%,-1%,-1%,-1%,13%,-6,17%[57 µM],17%
Cc1nc(C(=O)NCc2ccccc2)sc1C1(C)CC(c2cccc([N+](=O)[O-])c2)=NO1 (stereo not drawn),-14%,8%,3%,2%,-25%,2%,-4,2%,-44%[59 µM]
C=CCSc1nc(=O)n2ccc(C)cc2n1,-23%,-14%,-5%,12%,-12%,-12%,-7,13%,-34%
CCCCOC(=O)Nc1nnc(SCCOc2ccc(C)cc2)s1,9%,6%,6%,2%,-6%,16%,1,28%,12%[59 µM]
CCN(CC)C(=O)CSc1nc2c(sc(=S)n2Cc2ccco2)c(=O)n1-c1ccccc1,-33%,3%,-6%,?,-18%,-20%,-5,-11%,?
C=C(C)c1cccc(C(C)(C)NC(=O)NC2CC(C)(C)NC(C)(C)C2)c1,-2%,-6%,?,-13%,-10%,-12%,-2,17%,5%
CCOC(=O)c1ccc(NC(=O)c2ccco2)cc1,-4%,-6%,0%,477%[activator],-6%,-12%,2,50%[activator],13%
O=C(Nc1ccc(C(=O)N2CCOCC2)cc1)c1cccc(Br)c1,2%,-6%,-1%,4%,-8%,-36%,0,30%,29%
Cc1ccc(CNC(=O)C(=O)NCCC2CCCCN2S(=O)(=O)c2cccs2)cc1 (stereo not drawn),-3%,3%,2%,-1%,-16%,-1%,0,37%,-2%[0.501 µM]
O=C(OCCCc1cc2ccccc2c(=O)o1)c1ccc(F)cc1,75%[activator],-5%,-9%,-6%,43%[activator],-3%,-1,141%[activator],-2%[0.501 µM]
CC(C)(C)c1ccc(OCC(=O)N(Cc2cccs2)C2CCS(=O)(=O)C2)cc1 (stereo not drawn),5%,-1%,12%,-16%,-28%,17%,1,12%,·
C/C(NCc1cccnc1)=C(\C#N)C(=O)NCc1ccccc1,20%,7%,7%,62%[activator],0%,4%,2,34%,4%[59 µM]
O=C(N/N=C/c1ccccc1Cl)c1nc2ccc([N+](=O)[O-])cc2c(=O)[nH]1,-17%,1%,7%,-27%,25µM*,?,-1,-16%,?
CCOc1ccc(NC(=O)COC(=O)c2cc(=O)c3ccccc3o2)cc1,10%,-12%,5%,?,-5%,-13%,11,48%[activator],20µM*
COc1ccc(C(=O)NC(=S)NC2CCSC2=O)cc1 (stereo not drawn),-5%,-7%,10%,-24%,-12%,-34%,-5,32%[activator],10µM*
CC(=O)N(CC1CCCO1)C1(C(=O)NC2CCCC2)CCCCC1 (stereo not drawn),-33%,9%,13%,?,-28%,6%,-9,-5%,-3%
CC(=O)Nc1ccc(NC(=O)COc2ccc(-c3ccccc3)cc2)cc1,-12%,-1%,-10%,287%[activator],1%,-1%,-2,35%,-2%[0.501 µM]
Cc1cc(C(=O)COC(=O)c2ccc(N)cc2)c(C)n1-c1c(C)n(C)n(-c2ccccc2)c1=O,?,8%,2%,-16%,-10%,-35%,0,11%,0%[59 µM]
C=CCN1CCN(C(CC(C)C)c2nnnn2CCOC)CC1 (stereo not drawn),-32%,6%,2%,?,-22%,-5%,-5,22%,3%[59 µM]
Cc1nc2ccccn2c1C(=O)N/N=C/c1ccc2c(c1)OCO2,-12%,9%,-9%,-17%,-20%,4%,1,8%,10%[59 µM]
OC1(c2ccc3c(c2)OCO3)CCN(Cc2ccc(F)cc2)CC1,-9%,-6%,-6%,14%,-8%[11.4 µM],35%[11.4 µM],9,36%,20%[12.7 µM]
NNC(=O)Cn1c(COc2ccc(Cl)cc2)nc2ccccc21,-7%,32%,1%,3%,-11%,12%,-6,31%,-3%[59 µM]
COCCNC(=O)CC(NS(=O)(=O)c1ccc(C)cc1)c1ccco1 (stereo not drawn),-7%,3%,2%,0%,-14%,-28%,3,10%,9%[2.33 µM]
O=C(c1ccc(CSc2nc3ccncc3[nH]2)cc1)N1CCN(c2cccc(Cl)c2)CC1,35µM*,0%,-9%,1%,?,-20%,-2,13%,45µM*
CN(CC(=O)Nc1ccc(Cl)c(Cl)c1)C(=O)c1cccc2cccnc12,-2%,7%,12%,0%,-24%,24%,-1,16%,9%[0.501 µM]
COc1ccc(-c2cc(C(=O)NCc3ccccc3)no2)cc1OC,-1%,-3%,13%,27%,-21%,-21%,2,10%,-17%
N/C(CN1CCCC1=O)=N\OC(=O)c1ccc(Cl)c(Cl)c1,-1%,3%,-2%,-17%,-13%,17%,-5,17%,10%[59 µM]
COc1ccc(CCNC(=O)c2ccc(CS(=O)(=O)Cc3cccc(C)c3)o2)cc1OC,?,2%&1%,4%&-5%,-1%&-12%,?,29%[11.4 µM],8&2,43%&25%[activator],24%
CC(=O)c1cccc(NC(=O)C2CC(=O)N(C3CCCC3)C2)c1 (stereo not drawn),·,-3%,-6%,10%,-3%,-10%,1,10%,·
Cn1c(CC(=O)NNC(=O)c2ccccc2F)nc2ccccc21,6%,7%,6%,4%,-15%,7%,-2,40%[activator],?
COc1ccc(C2/C(=C(/O)c3ccc(F)cc3)C(=O)C(=O)N2c2ccccn2)cc1OC (stereo not drawn),-2%,?,-5%,?,18µM*,-55%[56.9 µM],11,23%,-10%
Nc1nonc1-n1nnc(C(=O)N/N=C/c2cccc(Cl)c2)c1-c1ccc2c(c1)OCO2,-3%,-10%,11%,1%,-2%,-5%,-2,40%[activator],70%[activator]
O=C(CCc1nnc(CCCCc2ccccc2)o1)NCc1cccc(F)c1,-4%,0%,-1%,1%,-13%,21%,-1,47%,29%
CCCCNC(=O)CN1CCC2(O)CCCCC2C1c1ccccc1OC (stereo not drawn),-3%,13%,0%,-3%,10%,16%,-6,36%,-43%
CNS(=O)(=O)c1cccc(C(=O)NCC(c2ccco2)N(C)C)c1 (stereo not drawn),-7%,9%,0%,4%,-10%,-8%,1,18%,16%
CCOC(=O)C(NC(=O)NCc1ccc(F)cc1)(OCC)C(F)(F)F (stereo not drawn),12%,8%,5%,-14%,-7%,-15%,7,30%[activator],10%[59 µM]
CC(=O)N(CCc1cccc(C)c1)Cc1cc2ccc(C)cc2[nH]c1=O,2%,-5%,0%,10%,-20%,-1%,-4,43%[activator],-1%
O=S(=O)(Nc1nc(-c2ccccc2)cs1)c1cccc(C(F)(F)F)c1,?,0%,0%,?,-30%,7%,1,-25%,?
O=C(COc1ccc([N+](=O)[O-])cc1)NCC(c1cccs1)N1CCOCC1 (stereo not drawn),3%,2%,8%,-1%,-13%,-7%,-4,-6%,8%[12.7 µM]
O=C(COc1ccc(Br)cc1Cl)c1ccc[nH]1,?,10%,5%,?,-24%,13%,-1,22%,4%
O=C(NCCOc1ccc(Cl)cc1)c1cccc(S(=O)(=O)N2CCCC2)c1,-3%,-4%,7%,1%,-4%,3%,0,29%,21%[12.7 µM]
Cc1ccc(NC(=O)CCSc2nnnn2-c2ccc3c(c2)OCO3)cc1C,10%,14%,1%,5%,-19%,29%,-6,9%,?
NC(=O)c1cnccc1C=Cc1ccccc1,·,0%,-13%,-3%,-10%,-24%,16,33%,·
CC(=O)c1c(C)[nH]c(C(=O)NCc2ccccc2Cl)c1C,-16%,15%,-2%,-12%,-14%,28%,3,12%,-61%[59 µM]
O=C(CSc1nnc(NC2CCCCC2)s1)NCc1ccco1,·,-10%,13%,1%,-15%,?,5,22%,?

# Exported with bars between the fields: part of the list above.
Structure | BAZ2B block | GLS inhibitor | ERG Ets-DNA blk | ALOX12 inh | JMJD2A Tudor inh | RGS4 inh | PI4K2A block | HP1b chromo inh | G9a block
Cc1ccc(NC(=O)CCSc2nnnn2-c2ccc3c(c2)OCO3)cc1C | 10% | 14% | 1% | 5% | -19% | 29% | -6 | 9% | ?
CCCCNC(=O)CN1CCC2(O)CCCCC2C1c1ccccc1OC (stereo not drawn) | -3% | 13% | 0% | -3% | 10% | 16% | -6 | 36% | -43%

# Carrying on:
SMILES,BAZ2B block,GLS inhibitor,ERG Ets-DNA blk,ALOX12 inh,JMJD2A Tudor inh,RGS4 inh,PI4K2A block,HP1b chromo inh,G9a block
CC1(C)Cc2c(sc3nc(C4CC4)n(N)c(=O)c23)CO1,-2%,0%,6%,1%,-1%,-28%,-1,53%[activator],8%
COc1ccc(NC(=O)c2cc(S(=O)(=O)N3CCCCCC3)cn2C)cc1Cl,1%,0%,-5%,-13%,-9%,-4%,-13,18%[57 µM],4%[59 µM]
CC(C)CNC(=O)COC(=O)c1ccc([N+](=O)[O-])cc1Cl,2%,0%,-2%,-2%,-10%,-4%,0,31%,6%[59 µM]
Cn1nnnc1SCC(=O)Nc1ccccc1-c1ccccc1,4%,2%,2%,0%,0%,24%,4,8%,-26%[12.7 µM]
Cc1ccc(CNC(=O)CCNS(=O)(=O)c2cccc3nsnc23)cc1,3%&3%,1%&6%,-1%&0%,-15%&-15%,-11%&-11%,-21%&0%,2&2,2%&9%,10%
CCn1ncc([N+](=O)[O-])c1C(=O)Nc1ccc(C)c(C)c1,-6%,-3%,-8%,-5%,-15%,-4%,-3,40%[activator],·

# Assay outcomes: PubChem BioAssay, National Center for Advancing Translational Sciences (NCATS)
